PAD4 FP inh: inhibitors of human PAD4; inhibition, % at 6.36 µM; 330,000 compounds, 0.41% hits; AID 485272; recombinant PAD4, RCA probe fluorescence polarization;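 active = percent inhibition above a cutoff equal to the mean of all tested compounds plus 3 SD, cut at about 15% in these data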;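 note: 0% = PAD4 with RCA probe and DMSO and 100% = probe without PAD4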
LYPLA2 counter: counter-screen for PME1 inhibitors: inhibitors of human LYPLA2; O95372; recombinant LYPLA2, FP-Rh probe fluorescence polarization; inhibition, % at 5.9 µM; 320,000 compounds, 0.38% hits; AID 2177;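 active = inhibition above the screen-wide mean plus 3 SD, limit set per campaign, cut at about 26% in these data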;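 note: 0% = LYPLA2 with DMSO and 100% = wells lacking LYPLA2 enzyme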
Target sequence (O95372 whole entry, looked up): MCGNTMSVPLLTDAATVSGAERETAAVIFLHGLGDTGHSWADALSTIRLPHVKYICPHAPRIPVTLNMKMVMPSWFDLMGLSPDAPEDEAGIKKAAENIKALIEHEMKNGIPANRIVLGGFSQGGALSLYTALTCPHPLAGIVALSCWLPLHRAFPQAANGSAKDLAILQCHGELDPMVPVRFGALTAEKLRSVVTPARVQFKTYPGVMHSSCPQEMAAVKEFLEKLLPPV
GSTO1 counter: counter-screen for RBBP9 inhibitors: inhibitors of human GSTO1; recombinant GSTO1, activity-based probe fluorescence polarization; 300,000 compounds, 1.1% hits; inhibition, % at 5.96 µM; P78417; AID 1974;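 active = inhibition above the campaign mean inhibition plus 3 SD, cut at about 35% in these data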;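 note: 0% = GSTO1-1 with DMSO and 100% = wells lacking GSTO1-1 enzyme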
PAFAH1B2 inh: PAFAH1B2 (human) inhibition. inhibition, % at 3.39 µM. 340,000 compounds, 1.2% hits. recombinant PAFAH1B2, FP-rhodamine activity probe, fluorescence polarization;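 active = inhibition above the mean of all tested compounds plus 3 SD, cut at about 24% in these data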;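 note: 0% = enzyme with DMSO and 100% = wells lacking PAFAH1B2; many of its hits are not listed in these tables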
Target sequence (P68402 whole entry, looked up): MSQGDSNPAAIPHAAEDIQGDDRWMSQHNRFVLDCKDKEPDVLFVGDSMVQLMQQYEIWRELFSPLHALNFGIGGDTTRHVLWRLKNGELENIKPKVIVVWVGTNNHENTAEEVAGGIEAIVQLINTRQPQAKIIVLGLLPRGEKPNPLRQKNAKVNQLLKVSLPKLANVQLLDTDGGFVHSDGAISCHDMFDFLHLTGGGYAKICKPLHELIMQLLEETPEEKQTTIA
PAFAH2 FP inh: PAFAH2 (human) inhibition | inhibition, % at 3.39 µM | 340,000 compounds, 0.99% hits | Q99487 | recombinant PAFAH2, FP-rhodamine activity probe, fluorescence polarization;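 active = inhibition above the mean over all tested compounds plus 3 SD, cut at about 30% in these data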;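 note: inhibitors block probe labeling of enzyme so polarization drops; 0% = enzyme with DMSO and 100% = wells lacking PAFAH2 protein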
PREPL inh: human PREPL enzyme inhibition. Q4J6C6. recombinant PREPL, fluorescence polarization activity-based probe. inhibition, % at 5.96 µM. 320,000 compounds, 0.68% hits; in the data active = inhibition above about 43%;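 note: 0% = enzyme with DMSO and 100% = wells lacking enzyme; many of its hits are not listed in these tables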
pPAFAH inh: pPAFAH (human) enzyme inhibition; Q13093; inhibition, % at 3.39 µM; 330,000 compounds, 1.5% hits; recombinant pPAFAH, FP-rhodamine probe fluorescence polarization;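 active = inhibition above the mean inhibition across the screen plus 3 SD, cut at about 25% in these data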;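 note: inhibitors block binding of the rhodamine activity-based probe so polarization drops; 0% = enzyme with DMSO and 100% = wells lacking pPAFAH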
Target sequence (Q13093 whole entry, looked up): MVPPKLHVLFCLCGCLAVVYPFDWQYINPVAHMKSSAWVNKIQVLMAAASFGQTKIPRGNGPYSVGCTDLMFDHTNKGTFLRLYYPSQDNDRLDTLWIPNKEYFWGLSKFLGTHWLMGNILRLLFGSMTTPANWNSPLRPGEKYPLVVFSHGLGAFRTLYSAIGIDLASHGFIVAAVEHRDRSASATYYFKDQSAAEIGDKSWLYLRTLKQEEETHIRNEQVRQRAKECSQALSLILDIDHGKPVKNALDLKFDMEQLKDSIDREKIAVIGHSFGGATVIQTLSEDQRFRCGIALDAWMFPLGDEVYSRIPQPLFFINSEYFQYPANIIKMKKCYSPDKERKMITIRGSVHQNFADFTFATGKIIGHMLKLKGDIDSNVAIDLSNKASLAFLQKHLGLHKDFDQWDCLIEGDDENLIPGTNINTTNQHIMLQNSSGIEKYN
PAFAH1B3 FP inh: PAFAH1B3 (human) inhibition; Q15102; recombinant PAFAH1B3, FP-rhodamine probe, fluorescence polarization; inhibition, % at 3.39 µM; 340,000 compounds, 0.28% hits; AID 492972;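 active = inhibition above the screen-wide average of all tested compounds plus 3 SD, cut at about 25% in these data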;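 note: 0% = enzyme with DMSO only and 100% = wells lacking PAFAH1B3 protein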
LYPLA1 counter: blocks human lysophospholipase 1, a PME1 counter-screen | recombinant LYPLA1, FP-Rh probe fluorescence polarization | inhibition, % at 5.9 µM | 320,000 compounds, 0.16% hits;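 active = inhibition above the mean of all tested compounds plus 3 SD, set per campaign, cut at about 14% in these data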;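 note: inhibitors block serine hydrolase probe labeling of LYPLA1 so polarization falls; 0% = enzyme with DMSO and 100% = wells lacking LYPLA1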
* hit, by the source's call; / = not tested or not shown; & = joins results of further samples. Some of the compounds tested; rates above refer to the full screens.

Under each structure – LYPLA1 counter	LYPLA2 counter	PAFAH2 FP inh	PAFAH1B3 FP inh	GSTO1 counter	pPAFAH inh	PAD4 FP inh	PREPL inh	PAFAH1B2 inh
1: C[C@]12CCC3C(CCC4=CC(O)CC[C@@]43/C=N/O)C1(O)CCC2C1=CC(=O)OC1 (some centres undefined)
    1.5	-2.3	1.9	6.0	2.9	8.8	-4.5	8.6	0.2
2: N#C/C(N)=C(/N)C#N
    0.6	1.9	2.5	3.0	/	2.3	-0.6	5.4	-1.4
3: O=c1[nH]c(=O)n(Cc2ccco2)c(O)c1C=NCCN1CCOCC1
    0.8	3.9	-2.7	4.9	5.3	5.1	0.2	-12.1	5.2
4: CN(C)P1(N(C)C)=Nc2c(c(N)nn2C)C(c2ccccc2)=N1
    -4.0	-4.6	6.3&1.6	5.6&7.2	-2.4	3.4	-3.1	7.9	3.9&8.1
5: Cc1oc2ccc(OC(=O)N(C)C)cc2c1C(=O)OC(C)C
    1.2	-1.3	-1.0	3.4	4.7	1.7	-3.3	14.1	-0.6
6: CN(C)C(=O)Nc1cccc(OC(=O)N(C)C)c1
    -0.7	1.9	-5.8	4.3	1.5	-2.3	1.9	-3.0	9.0
7: O=C(C1CC(=O)N(c2ccc(F)c(Cl)c2)C1)N1CCC2(CC1)OCCO2 (centres undefined)
    -0.3	6.3	4.3	4.3	2.8	3.4	4.2	15.0	-0.4
8: Cc1cccc2c1=NC(=O)/C(=C/c1c(O)[nH]c(=O)[nH]c1=O)C=2
    3.4	2.3	-8.9	11.6	26.5	-1.0	-11.8	1.2	8.8
9: Cc1ccccc1C1=NCC(=S)Nc2ccc(Cl)cc21
    2.7	2.1	0.4	-1.4	4.9	6.0	1.8	-9.2	-2.1
10: CN(C)CC1CCCCC1OC(=O)Cc1ccc(Cl)c([N+](=O)[O-])c1 (centres undefined)
    1.8	5.4	-3.2	8.0	0.9	11.3	-0.7	6.4	-2.2
11: COc1ccc(-c2nc3ccccc3c(=O)o2)cc1
    -4.3	2.3	78.1*	-2.6	-1.2	-3.9	-5.1	6.5	2.9
12: CN(C)C(=O)Oc1cccc(NC(=O)N2CCOCC2)c1
    -1.6	2.7	-9.1	5.6	-11.7	0.1	-3.0	-2.8	-3.6
13: CC(C)(C)C(=O)O[C@H]1CC[C@@]2(C)C(=CC(=O)C3C2CC[C@]2(C)C(=O)[C@@H](F)CC32)C1 (some centres undefined)
    /	/	-0.7	11.4	/	5.0	0.1	-2.1	7.9
14: CN1C(C(=O)N2CCC3(CC2)OCCO3)=CC(c2ccc(F)cc2)=NS1(=O)=O
    2.9	9.8	0.2	3.9	1.5	2.2	1.2	8.5	5.7
15: O=C(O)[C@H]1C[C@@H]1[C@H](NP(=O)(c1ccccc1)c1ccccc1)c1ccccc1
    -5.0	0.8	-8.0	-1.4	-1.4	2.9	-4.7	-5.7	3.6

Overlap with the part before: 2 compounds; new compounds follow.
Under each structure – LYPLA1 counter	LYPLA2 counter	PAFAH2 FP inh	PAFAH1B3 FP inh	GSTO1 counter	pPAFAH inh	PAD4 FP inh	PREPL inh	PAFAH1B2 inh
14: CN1C(C(=O)N2CCC3(CC2)OCCO3)=CC(c2ccc(F)cc2)=NS1(=O)=O
    2.9	9.8	0.2	3.9	1.5	2.2	1.2	8.5	5.7
15: O=C(O)[C@H]1C[C@@H]1[C@H](NP(=O)(c1ccccc1)c1ccccc1)c1ccccc1
    -5.0	0.8	-8.0	-1.4	-1.4	2.9	-4.7	-5.7	3.6
16: C[C@]12CC[C@H](N)CC1=CCC1C2CC[C@@]2(C)C1CC[C@@H]2O (some centres undefined)
    /	/	4.0	8.7	/	-4.3	-2.7	16.9	-0.6
17: CCC(=NCC1CCCO1)c1c(O)n(Cc2ccccc2)c(=O)[nH]c1=O (centres undefined)
    1.1	-3.2	-8.3	2.2	-3.4	-1.6	0.5	-5.2	1.5
18: CCC(=O)N1CC(=O)Nc2ccc(F)cc2C1c1ccc(F)cc1 (centres undefined)
    -3.1	0.8	6.2	6.4	-3.1	5.2	0.1	6.9	1.1
19: COCCNC(=O)N1[C@H]2CC[C@@H]1C(C(=O)OC)=C(c1ccc(OC(F)(F)F)cc1)C2
    3.3	6.4	-4.3	9.0	/	-1.2	-5.9	23.2	1.5
20: CCOP(=O)(OCC)C(NC(=O)c1ccc(Cl)cc1)=C(Cl)Cl
    -0.2	-5.1	1.6	9.8	7.2	-6.6	2.5	-7.7	-2.7
21: COc1cccc(C2C([N+](=O)[O-])=C(N)Oc3c2c(=O)oc2ccccc32)c1 (centres undefined)
    -3.1	-1.3	-2.5	8.8	-5.8	-0.6	-4.0	20.0	2.1
22: CCOC(C(=O)OCC(O)CN(CC)CC)(c1ccccc1)c1ccccc1 (centres undefined)
    -0.2	5.8	-2.3	3.4	3.1	-2.2	-0.9	3.4	2.7
23: O=Cc1c(C(=O)O)n(Cc2ccccc2F)c2ccccc12
    -1.1	-1.8	-1.2	10.7	-7.7	3.2	-4.9	-2.3	0.3
24: O=Cc1cn(Cc2c(F)cccc2Cl)nc1-c1ccccc1
    0.3	2.0	-1.8	8.4	-5.2	6.2	1.9	-5.8	6.4
25: COc1ccc(C2=NCC(=S)Nc3ccc(Cl)cc32)cc1OC
    -1.4	-4.3	3.8	9.7	0.8	6.4	3.1	2.5	-0.2
26: C=CCn1c(O)c(C(C)=Nc2cccc(C(=O)O)c2)c(=O)[nH]c1=O
    1.4	-4.2	-0.1	4.9	0.8	4.6	-3.6	7.5	6.9
27: CN(C)S(=O)(=O)c1cccc(C(=O)N2CCC(C(=O)O)(c3ccccc3)CC2)c1
    5.1	5.1	0.6	5.1	0.9	-1.7	-0.1	1.4	3.4
28: O=S(=O)(NC1CN2CCC1CC2)c1ccc(Cl)cc1 (centres undefined)
    -2.2	-0.2	4.7	14.8	4.3	5.9	0.7	2.7	1.4
29: COc1ccc(C(=O)N2CCOCC2)cc1S(=O)(=O)N1CCC(C)CC1
    4.7	0.5	0.2	0.8	2.7	5.6	0.4	-2.5	3.3
30: CCSP1(=S)N=C(N2CCOCC2)C(C#N)=C2CCCN21 (centres undefined)
    0.9	-3.7	1.7	4.0	6.5	5.8	-2.8	3.3	0.9
31: CC(C)CC12CN3CCN(CC(C3)/C1=N/O)C2
    -3.6	-0.9	4.8	10.2	-2.2	6.5	3.9	12.6	0.7
32: Fc1ccccc1N1CCN(Cc2c(F)cccc2F)CC1
    -0.7	-5.2	-4.0	-3.5	6.0	-1.8	0.5	-1.0	1.4
33: COc1ccc(C2SCC(=O)Nc3c2c(C)nn3-c2ccccc2)cc1 (centres undefined)
    -0.7	-6.6	-5.9	7.3	-5.4	-6.5	-1.2	7.4	-2.6
34: CN1CCN(c2nc([N+](=O)[O-])nn2C)CC1
    3.9	3.2	6.6	12.5	1.1	0.4	-0.6	28.5	1.0
35: COc1ccc(NC(=O)c2cn(CCC#N)nc2-c2cccc(Br)c2)cc1
    -1.2	0.6	5.7	9.1	22.1	6.3	-3.2	-1.2	4.3
36: C[C@]12CCC(=O)C=C1C=CC1C2CC[C@]2(C)C(=O)CCC12 (some centres undefined)
    /	/	-3.5	3.6	/	5.5	-0.9	20.3	3.6
37: Cc1nccn1Cc1ccc(Cl)nc1
    3.3	2.2	12.2	3.8	-3.0	1.7	-0.2	-2.5	4.0
38: CN(C)C1=NP(N(C)C)(N(C)C)=NC(c2ccccc2)=N1
    4.5	13.9	-1.6	7.6	6.1	9.2	-3.5	-1.3	2.5
39: COC(=O)C(O)(c1ccc(N(C)C(=O)c2ccc(Cl)c(Cl)c2)cc1)C(F)(F)F (centres undefined)
    3.3	1.5	4.7	-4.9	1.2	3.0	3.7	4.6	-3.8
40: CCOC(=O)C1(CCc2ccccc2)CCN(Cc2cccc3c2OCO3)CC1
    -3.8	-7.5	-2.5	5.6	3.1	-1.6	-1.8	-48.0	4.3
41: CCCCN1C(=O)NC(=O)C2(Cc3c(nc4ccccn4c3=O)N3CCc4ccccc4C32)C1=O (centres undefined)
    -2.3	-3.8	6.7	2.6	10.4	2.4	-0.5	-19.8	2.4
42: Cn1cc(C=C2C(=O)NC(=O)NC2=O)c2ccccc21
    -4.8	-4.1	12.7	5.3	-0.4	-3.2	-2.6	-0.5	2.8
43: CN1Cc2cccnc2N(C)Cc2cc(Cl)ccc21
    -1.3	-3.4	4.3	5.4	0.6	4.9	-3.1	-1.4	5.3
44: COc1ccc(C(CN(C)C)C2(O)CCCCC2)cc1 (centres undefined)
    -1.4	-2.1	-0.5	0.9	8.9	-1.6	1.0	-23.6	7.2
45: C/C(=N\Nc1cccc2ccccc12)c1c(O)n(Cc2ccccc2)c(=O)[nH]c1=O
    -0.5	3.6	-9.6	3.1	-0.9	3.8	-28.6	6.7	-0.8
46: O=c1[nH]c(O)c(/C=C2/C=CC(c3cc(Cl)ccc3Cl)=N2)c(=O)[nH]1
    4.6	5.2	23.3	47.6*	23.4	9.9	-2.6	17.2	76.4*
47: CCN1C[C@]2(COC)CC[C@H](OC)[C@@]34C5C[C@H]6C(=O)C5[C@](O)(C[C@H]6OC)[C@@](O)(C(OC)C23)[C@@H]14 (some centres undefined)
    -0.2	2.6	12.2	0.8	-0.3	0.9	0.4	8.6	5.2
48: CCN(CC)C(=O)Cn1cc(/C=C2\C(=O)NC(=O)N(c3ccccc3F)C2=O)c2ccccc21
    -2.5	-8.5	15.2	9.7	2.5	-5.3	-9.8	10.1	7.6
49: CCCCCn1c(=O)c(C(=O)NCc2ccncc2)c(O)c2ccccc21
    -6.8	-1.4	3.1	2.7	-6.5	19.9	3.0	-1.5	3.4
50: OC(c1ccccc1)(c1ccccc1)C1CN2CCC1CC2 (centres undefined)
    -0.6	2.6	7.2	5.9	1.7	-5.4	1.2	10.3	0.1
51: CCCCc1nc2ccccc2c(=O)n1-c1ccc(Cl)cc1[N+](=O)[O-]
    -8.1	4.2	-0.2	-3.3	-4.7	-3.8	-2.5	8.7	1.6
52: C=CCn1c(O)c(C=NCCN2CCOCC2)c(=O)[nH]c1=S
    0.5	0.1	3.0	5.2	-1.8	-2.0	-0.7	5.6	-1.4
53: C=CCn1c(O)c(C(CC)=Nc2ccc(NC(C)=O)cc2)c(=O)[nH]c1=O
    1.0	-1.6	-4.3	-3.3	-1.6	7.0	-1.9	3.9	-3.6
54: CCCOc1ccc(C(C)=O)cc1Cc1c(O)[nH]c(=S)[nH]c1=O
    -1.0	1.9	-5.2	5.8	4.0	-2.1	-3.0	7.2	5.3
55: CC/C(=N\N1CCCCC1)c1c(O)[nH]c(=O)[nH]c1=O
    -0.2	1.0	2.6	2.7	1.2	-1.0	1.6	2.8	4.2
56: COc1ccc(CCNC(=O)c2c(N)n(CCN3CCOCC3)c3nc4ccccc4nc23)cc1OC
    1.6	10.1	-5.5	2.2	-2.4	12.2	-4.7	19.2	8.5
57: O=c1[nH]c(=S)n(C2CC2)c(O)c1C=NCc1cccnc1
    -2.8	-0.1	/	/	-18.9	-3.3	1.0	-4.7	/
58: OC1/C(=C/c2ccc(C(F)(F)F)cc2)N2CCC1CC2 (centres undefined)
    -2.4	2.6	0.3	8.8	1.4	-2.2	-3.0	-7.8	5.2
59: CCOC(=O)c1c(-n2c(C)cc(C=C3C(=O)NC(=O)NC3=O)c2C)sc2c1CCCC2
    -2.2	2.5	9.0	3.5	-9.2	13.9	-11.3	16.3	15.5
60: CC1CN=C(Nc2ccc(F)cc2)S1 (centres undefined)
    0.3	-4.8	0.9	6.3	-4.3	-1.2	-2.3	18.4	2.9
61: Cc1nc2cc(C(=O)N3CCC4(CC3)OCCO4)ccc2n1-c1cccc(F)c1
    -0.1	-1.1	0.9	11.1	-3.2	10.2	-0.8	-1.0	6.0
